# PglD DTNB: C. jejuni PglD acetyltransferase inhibitors, primary screen, biochemical, DTNB colorimetric, single point; UDP-N-acetylbacillosamine N-acetyltransferase PglD (Campylobacter jejuni); purified PglD enzyme, DTNB colorimetric CoA detection; inhibition, % at 12.5 µM; actives 0.098% (n = 360,000); AID 602405, 2012; in the data active means inhibition above about 16%, passing the limit was not always enough; further: strong numbers were not always called active
# PGC1a acetyl inh: inhibitors of PGC1a acetylation signal, primary screen, cell-based, U2OS, AlphaScreen, inhibitor mode; AlphaScreen anti-acetyl-lysine; with virally co-expressed GCN5 acetyltransferase; inhibition, % at 15.6 µM; actives 0.17% (n = 350,000); AID 651687, 2012;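 active means every replicate shows inhibition of at least 40%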;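 further: 0% = neutral control wells and 100% = positive control wells; some results beyond the cut were filed as inactive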
# FN deposit inh: inhibitors of fibronectin matrix deposition, primary screen, AH1F cells, Alexa488-fibronectin fluorescence, plate reader. inhibition, % at 12.6 µM. AID 743247, 2014. AH1F fibroblasts, overnight. actives 0.086% (n = 350,000);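 active means mean inhibition across replicates of 30% or more, regardless of how many single replicates reach that level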;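 further: positive control wells lacked labelled fibronectin entirely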
#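 Material: AH1F fibroblast monolayer depositing Alexa488-labelled fibronectin into matrix / Amount: 10000 AH1F cells per well / Signal: fluorescence 485/525 nm / Medium: DMEM, 2% serum / Compound: single dose, pinned / Incubation: 1 h cell adhesion before compound, then overnight fibronectin incubation / Reagent: Alexa488-FN, 24 nM final / Read-out: inhibition of fibronectin deposition signal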
# LGR2 antag: inhibitors of bursicon-induced LGR2 CRE-luciferase signal, primary screen, cell-based, HEK293, CRE-luciferase reporter, bursicon stimulation; actives 0.35% (n = 380,000); Drosophila bursicon receptor LGR2 (rickets); AID 720647, 2013; inhibition, % at 9.99 µM; bursicon-stimulated, 4 h;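 active means drop in luminescence signal, shown as inhibition above about 50% in the replicate tests, limit read from the data, passing the limit was not always enough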;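 further: agonist challenge used bursicon conditioned medium at about half maximal strength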
# PAX8 reporter: inhibitors of PAX8-driven TPO luciferase reporter, primary screen, RMG-I cells, single concentration | inhibition, % at 12.6 µM | actives 1.2% (n = 360,000) | SteadyGlo, 24 h;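 active means mean replicate inhibition at least 60% with every replicate also reaching 60%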;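 further: luciferase light reporting Pax8 driven TPO promoter activity; plate controls were median of neutral control wells for no effect and mitoxantrone controls for full effect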
# S100A4 inh HTS: inhibitors of S100A4-myosin IIA peptide binding, primary screen, biochemical, fluorescence polarization, TAMRA-MyoIIA peptide | Protein S100-A4 (Homo sapiens), P26447 | inhibition, % at 10.7 µM | actives 0.14% (n = 360,000);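 active means mean inhibition of at least 70% across replicates, with every replicate also reaching that level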
# Target sequence (P26447 whole entry, looked up): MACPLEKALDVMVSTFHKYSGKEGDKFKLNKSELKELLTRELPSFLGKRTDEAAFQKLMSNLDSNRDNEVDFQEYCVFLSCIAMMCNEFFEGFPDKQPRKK
#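 Test system: S100A4 monomer protein; Medium: HEPES pH 7.2 with CaCl2, KCl, NaCl, DTT, Triton; Probe or stimulus: TAMRA-labelled myosin IIA heavy-chain peptide probe, 5 nM; Doses: one dose per compound; Times: polarization read 5 min after assay mix addition, stable 5–60 min; Benchmarks: neutral control DMSO, positive control TFP.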
# EWS-Fli inh: EWS/Fli-driven NR0B1 reporter inhibitors, primary screen, A673 cells, NR0B1 luciferase, luminescence, MLPCN library; viability-normalised; inhibition, % at 12.6 µM; actives 0.67% (n = 350,000); AID 651661, 2012;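 active means mean inhibition of at least 50% after viability correction, with every replicate also passing that limit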;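 further: firefly luciferase signal divided by Alamar Blue viability fluorescence both relative to DMSO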
# ERAP1 inh: human ERAP1 aminopeptidase inhibitors, primary screen, biochemical, single point, plate reader; Endoplasmic reticulum aminopeptidase 1 (Homo sapiens), Q9NZ08; recombinant ERAP1, Leu-AMC fluorescence, 60 min; inhibition, % at 10.7 µM; actives 0.15% (n = 340,000); AID 652197, 2013;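 active means mean replicate inhibition of at least 30%, or all replicates individually reaching that 30% level; inactive means mean below 30% and not every replicate reaching it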;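 further: 0% = neutral control wells and 100% = L-leucinethiol positive control wells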
# Target sequence (Q9NZ08 whole entry, looked up): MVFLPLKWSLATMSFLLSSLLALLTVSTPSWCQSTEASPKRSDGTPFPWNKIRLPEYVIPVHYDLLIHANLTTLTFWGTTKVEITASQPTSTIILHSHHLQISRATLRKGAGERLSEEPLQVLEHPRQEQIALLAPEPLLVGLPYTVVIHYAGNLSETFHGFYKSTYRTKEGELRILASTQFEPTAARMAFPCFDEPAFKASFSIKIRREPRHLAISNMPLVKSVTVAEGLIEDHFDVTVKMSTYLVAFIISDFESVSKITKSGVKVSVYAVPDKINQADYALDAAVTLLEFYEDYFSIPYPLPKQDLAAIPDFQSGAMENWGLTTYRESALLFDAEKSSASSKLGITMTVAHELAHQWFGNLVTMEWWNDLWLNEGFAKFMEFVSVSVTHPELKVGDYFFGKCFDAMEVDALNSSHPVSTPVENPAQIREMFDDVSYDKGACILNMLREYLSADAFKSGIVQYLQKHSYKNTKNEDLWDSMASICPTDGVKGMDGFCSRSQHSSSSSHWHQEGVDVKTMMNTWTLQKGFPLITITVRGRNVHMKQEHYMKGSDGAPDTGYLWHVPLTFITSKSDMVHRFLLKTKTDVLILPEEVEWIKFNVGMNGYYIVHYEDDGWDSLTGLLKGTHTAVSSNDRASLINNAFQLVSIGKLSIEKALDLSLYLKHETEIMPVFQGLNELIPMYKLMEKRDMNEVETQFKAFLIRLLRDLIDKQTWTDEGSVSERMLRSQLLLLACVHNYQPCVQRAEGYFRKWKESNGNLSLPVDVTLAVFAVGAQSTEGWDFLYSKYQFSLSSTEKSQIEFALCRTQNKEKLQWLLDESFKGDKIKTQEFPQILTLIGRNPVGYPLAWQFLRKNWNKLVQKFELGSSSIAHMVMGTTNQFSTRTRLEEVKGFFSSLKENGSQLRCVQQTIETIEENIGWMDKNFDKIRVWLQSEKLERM
# * marks the source's active call; other numbers are inactive results; . = not tested or not shown.
SMILES,PglD DTNB,PGC1a acetyl inh,FN deposit inh,LGR2 antag,PAX8 reporter,S100A4 inh HTS,EWS-Fli inh,ERAP1 inh
CCN1CCN(C(=O)C2CCN(C(=O)Nc3ccccc3)CC2)CC1,4,5,0,10,0,2,-7,-1
COc1ccc(NC(=O)COC(=O)C2CCCN2C(=O)OC(C)(C)C)cc1Cl (stereo unspecified),5,-5,1,-13,-9,-2,4,-8
C=CCn1c(SCc2nc3sc4c(c3c(=O)[nH]2)CCCC4)nc2ccccc2c1=O,0,3,.,-14,-20,.,.,.
COc1ccccc1C/C(N)=N/OC(=O)COc1cccc2ccccc12,.,6,.,6,.,0,2,1
CS(=O)(=O)N1[C@H](C#N)[C@@H](c2ccccc2-c2ccccc2)[C@@H]1CO,.,2,-10,4,11,0,3,0
COc1cc(-c2noc(-c3cccs3)n2)cc(OC)c1OC,0,-10,0,.,-33,.,.,.
O=C1CCCc2cc(S(=O)(=O)N3CCC(C(=O)NCc4ccccc4)CC3)ccc2N1,1,-21,3,-14,-15,-1,.,-1
O=C1CN(C(=O)NCC(=O)N2CCCC2)c2ccccc2N1,2,4,-17,1,15,-8,3,0
CC(=O)C1C=CC(C)(C(=O)O)C2C=C(C)C(=O)C(C)(O)C12 (stereo unspecified),-3,9,10,15,12,1,-1,-1
Cc1ccc(C)c(N(C)C(=O)c2cc3c(=O)[nH]c4ccc(C)cc4c3s2)c1,.,-8,5,-13,5,1,17,.
C[C@H](CO)N1C[C@H](C)[C@@H](CN(C)C(=O)Cc2ccccc2)Oc2cc(-c3ccccc3)ccc2S1(=O)=O,4,2,6,-20,15,-14,31,0
C[C@@H](NC(=O)C[C@@H]1C[C@@H]2c3cc(NC(=O)c4cccnc4)ccc3O[C@@H]2[C@H](CO)O1)c1ccccc1,1,4,.,-4,-9,-8,-4,4
CCC(CC)N1CCN(C(=O)c2cccc(Cl)c2)CC1,1,-3,5,14,13,-3,-1,0
CCNC(=O)C[C@@H]1CC[C@@H]2[C@@H](COc3ccc(NC(=O)c4ccccc4)cc3C(=O)N2C)O1,0,-1,-3,-2,-4,7,0,0
CC(C)[C@H](C)NC(=O)N(C)C[C@H]1OCc2ccccc2-c2c(n(C)c3ccccc23)C(=O)N([C@H](C)CO)C[C@H]1C,2,-59,3,-7,.,-13,-4,3
CNC[C@H]1Oc2c(NS(C)(=O)=O)cccc2C(=O)N([C@H](C)CO)C[C@@H]1C,2,-32,.,.,-19,4,-1,-1
COc1ccc(/C=C/C(=O)Nc2ccc(S(=O)(=O)Nc3cc(C)nc(C)n3)cc2)cc1OC,-3,-3,1,-3,8,1,-8,-1
Cc1ccc(N2C(=O)C(CC(=O)Nc3cccc(F)c3)N(C3CC3)C2=O)cc1 (stereo unspecified),-5,.,6,-8,-5,12,-8,4
COc1ccc(-c2nnc(SCC(=O)NC3CCCC3)n2C)cc1,4,.,5,1,-10,6,1,2
CCCCC(c1nnnn1Cc1ccco1)N1CCN(C(=O)c2ccco2)CC1 (stereo unspecified),0,3,10,.,17,.,.,.
Cc1cc(C)c2c(c1)NC(c1cc3c(cc1Br)OCO3)C1CC=CC21 (stereo unspecified),15,2,.,8,0,.,-13,.
C[C@@H]1CCCCO[C@@H](CN(C)C(=O)c2ccccc2)[C@@H](C)CN([C@H](C)CO)C(=O)c2cc(NC(=O)c3ccccc3)ccc2O1,-2,2,-1,-4,-4,-4,.,2
O=C(COc1ccccc1-c1ccccc1)N/N=C/c1ccncc1,.,4,7,10,3,-3,3,-1
Cc1cc(NS(=O)(=O)c2ccc3c(c2)OCCO3)no1,-3,5,-12,-4,-5,2,6,.
CC(C)(O)CN(C(=O)C(c1ccccc1)c1ccccc1)C1CCCCC1,.,.,.,8,-9,-2,8,-2
Cc1cc(C)nc(NC(=O)c2cccc(Br)c2)n1,-8,-11,0,-2,-20,3,-8,-5
Cc1cc(C)n2nc(-c3ccccc3)c(-c3ccccc3)c2n1,-2,17,8,5,13,0,21,8
CO[C@H](CN(C)S(=O)(=O)c1ccccc1)[C@H](C)CN(C(=O)Nc1ccccc1F)[C@H](C)CO,2,-3,1,-14,.,-3,-8,-2
CCOC(=O)n1c(SCC(N)=O)nc2ccccc21,-3,5,5,.,-3,.,.,.
CC(=O)c1ccc(NC(=O)CN2CCC(NC(=O)c3ccccc3C)CC2)cc1,1,16,2,-4,-34,1,-10,-2
O=C(CNC(=O)c1ccc(S(=O)(=O)N2CCCC2)cc1)N/N=C/c1ccc(Cl)cc1,-6,.,0,0,19,0,14,1
O=C(CSc1ccccc1)Nc1nnc(C2CC2)s1,2,-1,1,-8,-24,3,-17,6
CSc1nc2nc(-c3cccc(C(F)(F)F)c3)ccn2n1,-2,-5,-6,-7,-6,-1,12,0
COc1ccc(S(=O)(=O)N(C)C[C@@H]2OCCCC[C@@H](C)Oc3ccc(NC(=O)c4ccccc4)cc3C(=O)N([C@H](C)CO)C[C@H]2C)cc1,3,-26,.,11,25,-2,17,-6
COc1ccc(CNC(=O)C(CCSC)NS(=O)(=O)c2ccccc2F)cc1 (stereo unspecified),-6,7,5,14,8,1,1,3
O=C(C[C@@H]1CC[C@H]2[C@@H](COC[C@H](O)CN2Cc2ccc3c(c2)OCO3)O1)Nc1ccccc1,3,-7,-8,5,4,7,4,0
Cc1ccsc1-c1nc(-c2ccccc2)c(-c2ccccc2)[nH]1,-4,6,3,.,-125,.,.,.
Cc1ccc(NS(=O)(=O)c2cccc(C(=O)NCCCN3CCOCC3)c2)cc1,3,.,9,-12,-3,-5,-10,-4
COc1ccc(NC(=O)Nc2ccc3c(c2)CC(=O)N([C@H](C)CO)C[C@H](C)[C@@H](CN(C)C(=O)Nc2ccc(OC)cc2)O3)cc1,0,5,.,3,.,9,-8,0
COCCNC(=O)C1CC(=O)N(c2ccc(OC)cc2)C1c1ccc(OC)cc1 (stereo unspecified),1,-5,-5,-1,1,1,2,.
CCC1=NN2C(=N)/C(=C\c3ccc(OCCOc4ccc(NC(C)=O)cc4)cc3)C(=O)N=C2S1,-5,7,18,1,-31,0,-12,0
COc1cccc(NC(=O)c2cnc(NS(=O)(=O)c3ccccc3)nc2)c1,-3,4,-2,6,8,-4,11,0
C[C@H](CO)N1C[C@H](C)[C@@H](CN(C)C(=O)Nc2ccccc2F)Oc2cc(-c3ccc(C(=O)N(C)C)cc3)ccc2S1(=O)=O,-1,-21,.,1,-1,-10,2,0
CCOC(=O)CSc1cc(C)nc2ccc(OC)cc12,.,-17,2,-4,-100,-10,4,3
CN(Cc1ccccc1)C(=O)CCC1CCN(C(=O)c2ccccc2C(F)(F)F)CC1,4,.,5,3,6,1,.,2
C=CCN1C(=O)/C(=c2\sc3nc(=O)c(Cc4ccc(OC)c(OC)c4)nn3c2=O)c2ccccc21,0,-2,2,9,31,26,16,0
Cc1ccc(S(=O)(=O)CCc2nnc(NC(=O)COc3cccc(C)c3)s2)cc1,-6,2,.,-1,.,6,8,1
COc1cc(C(Nc2ccc(S(=O)(=O)NCC3CCCO3)cc2)C(=O)NC(C)(C)C)cc(OC)c1OC (stereo unspecified),-8,-5,0,-4,20,-3,0,-5
CC(NC(=O)C(=O)N1CCCCC1)C(c1cccs1)N1CCN(c2ccc(F)cc2)CC1 (stereo unspecified),-3,-6,-4,7,-4,-7,1,2
O=C(NCC1CC1)[C@H]1[C@H](CO)[C@H]2Cn3c(ccc(-c4ccccc4)c3=O)[C@@H]1N2CC1CC1,2,5,.,-8,-9,1,-6,2
O=C(Cc1ccccc1)N1CC(=O)N2[C@H](CO)[C@@H](c3ccc(C#CCc4ccccc4)cc3)[C@H]2C1,.,1,.,4,.,0,-4,1
CCC1Oc2ccccc2N(CC(=O)NCCCN2CCN(CC)CC2)C1=O (stereo unspecified),0,7,-5,1,6,-11,.,0
CC(C)NC(=O)N(C)C[C@H]1OCCCC[C@@H](C)Oc2ccc(NC(=O)NC3CCCCC3)cc2C(=O)N([C@H](C)CO)C[C@@H]1C,2,-5,-6,-3,-2,-29,-1,1
Cc1ccc(Cc2c(-c3ccc(Cl)cc3)nc3c(Cl)cc(C(F)(F)F)cn23)cc1,-11,13,-6,-29,-20,-4,-2,-3
CCN(c1cccc(C)c1)S(=O)(=O)c1ccc2c(c1)N(C(C)=O)CCS2,-4,-8,-4,5,12,-1,.,1
COc1ccc(CC(=O)Nc2cccc3c2CCCC3)cc1,0,.,8,.,17,-2,11,3
CCOC(=O)C1CCCN(Cc2cn(C)nc2-c2ccc3c(c2)OCCO3)C1 (stereo unspecified),.,.,-3,23,5,-1,9,-4
C[C@@H]1CN([C@H](C)CO)C(=O)Cc2cc(NC(=O)CCC(F)(F)F)ccc2O[C@@H]1CN(C)S(=O)(=O)c1ccc(Cl)cc1,2,-6,13,-3,-16,-4,5,0
Cc1ccc(S(=O)(=O)Nc2ccc3c(c2)C(=O)N([C@H](C)CO)C[C@@H](C)[C@H](CN(C)C(=O)NC2CCCCC2)OCCCC[C@@H](C)O3)cc1,3,5,.,12,9,-6,7,2
COc1ccccc1N(Cc1cc(=O)[nH]c2ccccc12)C(C)=O,0,2,5,-11,13,5,8,-5

# Single records, from the list above. Screens in order: PglD DTNB, PGC1a acetyl inh, FN deposit inh, LGR2 antag, PAX8 reporter, S100A4 inh HTS, EWS-Fli inh, ERAP1 inh
# `COc1cccc(NC(=O)c2cnc(NS(=O)(=O)c3ccccc3)nc2)c1` as listed: -3, 4, -2, 6, 8, -4, 11, 0
# `CN(Cc1ccccc1)C(=O)CCC1CCN(C(=O)c2ccccc2C(F)(F)F)CC1` as listed: 4, ., 5, 3, 6, 1, ., 2

# The list goes on:
SMILES,PglD DTNB,PGC1a acetyl inh,FN deposit inh,LGR2 antag,PAX8 reporter,S100A4 inh HTS,EWS-Fli inh,ERAP1 inh
O=C(C[C@@H]1CC[C@H]2[C@@H](COC[C@@H](O)CN2S(=O)(=O)c2ccccc2F)O1)NCc1ccccc1F,-2,5,2,12,-6,8,2,-1
CCCOc1ccc(C(=O)NC(=S)NCc2cccnc2)cc1,.,.,4,1,-10,2,-8,0
C[C@H]1CN([C@@H](C)CO)C(=O)c2cccc(NC(=O)Nc3ccc4c(c3)OCO4)c2O[C@@H]1CN(C)S(C)(=O)=O,0,-1,2,-11,.,6,-1,-1
CCCN(CC(=O)Nc1ccccc1C)C(=O)c1cccc(-n2cnnn2)c1,4,7,2,-5,.,-3,-9,-6
CCCOP(=O)(c1ccccc1)c1ccccc1,2,.,7,11,23,4,12,-4
CC1CCCCN1CC(=O)NC(c1ccccc1)c1ccccc1 (stereo unspecified),.,.,.,-21,-16,-2,6,1
COc1ccc(NC(=O)c2cnc3n(c2=O)CCS3)cc1OC,.,-8,5,4,-24,-2,-21,0

# Assay outcomes from PubChem BioAssay.

# Compounds were not picked by outcome. Share with any hit: about 2.1%.
